Source: PubChem BioAssay (several laboratories)
UGM FP inh: inhibitors of M. tuberculosis UDP-galactopyranose mutase; P9WIQ1; purified UGM, fluorescence polarization probe displacement; inhibition, % at 10 µM; 320,000 tested, 0.06% active; AID 504406; in the data active = inhibition above about 10%, passing the limit was not always enough; inconclusive = no clear call, values can overlap the other calls
GDH-TPI inh: counter-screen for M. tuberculosis FBA inhibitors: GDH-TPI coupled enzymes; GDH-TPI coupled enzyme counterscreen, NADH absorbance; inhibition, % at 4.8 µM; 360,000 tested, 1.2% active; AID 588335; in the data active = inhibition above about 30%;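 note: 0% = DMSO wells and 100% = wells lacking the enzyme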
PfHsp40 yeast: restores yeast growth despite PfHsp40 toxicity; AID 504582; 340,000 tested, 0.68% active; growth rescue, % at 12.5 µM; S. cerevisiae expressing PfHsp40, growth rescue, ATP luminescence; in the data active = growth rescue above about 28%, passing the limit was not always enough; inconclusive = no clear call, values can overlap the other calls;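 note: yeast W303a lacking pdr1 and pdr3 grown in galactose medium; growth measured after three days at 30 °C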
BoNT F protease: BoNT F light chain protease inhibition | Multiplex microsphere protease cleavage assay, flow cytometry | inhibition, % at 10 µM | 360,000 tested, 0.22% active; in the data active = inhibition above about 35%, passing the limit was not always enough; inconclusive = no clear call, values can overlap the other calls; note: plate controls were buffer without enzyme for full effect and enzyme alone for no effect
Mtb FBA inh: inhibits M. tuberculosis FBA enzyme | P9WQA3 | purified M. tuberculosis FBA, fluorescence read-out | inhibition, % at 1 µM | 360,000 tested, 2.3% active | AID 588726; in the data active = inhibition above about 27%;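 note: 0% = vehicle and 100% = reference inhibitor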
BoNT A protease: BoNT A light chain protease inhibition; inhibition, % at 10 µM; multiplex microsphere protease substrate cleavage, flow cytometry; 360,000 tested, 0.17% active; note: plate controls were buffer without enzyme for full effect and enzyme alone for no effect
Mtb BioA inh: BioA (M. tuberculosis) enzyme inhibition | purified M. tuberculosis BioA enzyme, plate reader | inhibition, % at 9.99 µM | 360,000 tested, 0.096% active | AID 602481; in the data active = inhibition above about 40%; inconclusive = no clear call, values can overlap the other calls
FadD28 binding: blocks FadD28 binding to the bisubstrate probe | fluorescence polarization | 360,000 tested, 0.22% active | inhibition, % at 12.5 µM | AID 588549; in the data active = inhibition above about 8.5%, passing the limit was not always enough; inconclusive = no clear call, values can overlap the other calls
Anthrax LF prot: blocks Bacillus anthracis lethal factor protease; P15917; multiplex microsphere protease cleavage assay, LF; inhibition, % at 10 µM; 360,000 tested, 0.12% active; note: plate controls were buffer without enzyme for full effect and enzyme alone for no effect
Target sequence (P15917 whole entry, looked up): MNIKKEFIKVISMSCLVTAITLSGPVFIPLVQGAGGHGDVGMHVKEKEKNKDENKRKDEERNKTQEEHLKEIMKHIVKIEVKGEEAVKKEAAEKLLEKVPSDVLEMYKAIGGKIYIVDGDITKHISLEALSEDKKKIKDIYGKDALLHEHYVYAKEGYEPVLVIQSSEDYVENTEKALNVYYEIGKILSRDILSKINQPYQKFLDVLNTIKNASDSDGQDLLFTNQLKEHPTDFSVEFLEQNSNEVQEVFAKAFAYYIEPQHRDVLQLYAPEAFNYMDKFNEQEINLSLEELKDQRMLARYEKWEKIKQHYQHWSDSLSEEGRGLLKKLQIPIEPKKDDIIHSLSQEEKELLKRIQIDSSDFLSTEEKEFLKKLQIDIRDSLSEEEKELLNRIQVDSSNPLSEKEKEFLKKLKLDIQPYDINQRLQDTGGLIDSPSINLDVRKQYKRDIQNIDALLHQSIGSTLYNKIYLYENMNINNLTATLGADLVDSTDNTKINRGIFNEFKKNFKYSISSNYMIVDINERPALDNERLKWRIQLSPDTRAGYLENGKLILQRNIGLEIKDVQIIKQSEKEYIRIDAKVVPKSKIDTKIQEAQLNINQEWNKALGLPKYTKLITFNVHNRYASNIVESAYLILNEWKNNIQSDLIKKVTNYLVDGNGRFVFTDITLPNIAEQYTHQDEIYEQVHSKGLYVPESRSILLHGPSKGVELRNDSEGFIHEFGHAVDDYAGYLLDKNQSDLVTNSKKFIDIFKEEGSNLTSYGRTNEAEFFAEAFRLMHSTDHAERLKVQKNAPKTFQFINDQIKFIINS
Starred values were filed as active, the others as inactive; ? = inconclusive; / = no result given. Cut-off read from the data, not from the text of the source, unless noted: active = inhibition above about 30%; inconclusive = no clear call, values can overlap the other calls; inactive = below that. Not a hit list. Share with any hit: about 4.7%.

SMILES	UGM FP inh	GDH-TPI inh	PfHsp40 yeast	BoNT F protease	Mtb FBA inh	BoNT A protease	Mtb BioA inh	FadD28 binding	Anthrax LF prot
Cc1sc2ncnc(N[C@@H](Cc3ccccc3)C(=O)O)c2c1C	1.8	-2	1.8	?	-1	-2.6	-0.2	-3.2	-9
O=C(Nc1ccc2c(c1)CN(Cc1ccc(CO)o1)CC2)c1ccc(C(F)(F)F)cc1	-0.2	2	-0.4	7	4	4.5	-0.4	-2.2	-1
COc1ccccc1C(=O)NC(=O)COC(=O)CNC(=O)c1ccccc1F	1.8	8	-0.5	4	0	-0.7	-1.7	-1.6	5
C[C@H](NC(=O)c1nc[nH]c1C(=O)N1CCc2ccccc2C1)C(=O)OC(C)(C)C	1.8	3	-1.1	2	1	-0.1	3.7	-0.2	-5
O=C1OCC2=C1C(c1ccc(F)cc1)c1cc3c(cc1N2)OCCO3 (configuration not stated)	/	37*	1.2	-3	74*	-0.3	/	-1.6	-6
C/C(=N\NC(=O)c1ccncc1)c1ccc(N(C)C)cc1	-1.4	25	-1.6	-4	0	-1.9	/	-2.8	4
CCOC(=O)c1ccc(NC(=O)CCS(=O)(=O)c2ccc(Br)s2)cc1	-1.7	-8	0.8	4	0	-0.2	0.3	-2.6	3
C=CCNC(=O)COC(=O)c1cc(S(=O)(=O)N2CCCCC2)ccc1Cl	1.5	-1	1.7	-10	5	-0.9	1.4	-0.9	-3
Cc1cc(C(=O)NCCc2ccccc2)ccc1[N+](=O)[O-]	-1.9	7	0.9	5	0	-0.3	0.2	-2.1	-7
O=C(NCCCN1CCOCC1)c1sc2cc(Cl)ccc2c1Cl	-1.9	2	-0.5	-6	0	-0.3	/	-0.2	-2
CCOC(=O)C1Nc2ccc(Br)cc2C2C=CCC12 (configuration not stated)	0.4	-5	-1.2	?	0	3.6	-5.4	-1.8	-15
O=C1c2ccccc2C2(c3ccccc3)NCCCN12 (configuration not stated)	1.1	-10	-1.0	1	0	0.1	/	-3.3	-2
CC(=O)NC1(c2cccc(F)c2)CCN(CC(=O)NC(C)C)CC1	-1.7	6	0.2	14	-2	2.7	1.2	0.1	-2
CCOc1ccccc1NC(=O)c1ccccc1-c1ccccc1	-1.3	8	1.5	?	0	1.8	5.8	-2.4	1
CC(C)c1nnc(NC(=O)CCC(=O)Nc2ccccc2)s1	2.3	-3	-0.3	?	0	3.1	/	-3.1	6
COc1ccc(C2=NOC(C3(S(=O)(=O)c4ccccc4)CC(O)C3)C2)cc1 (configuration not stated)	-0.7	-4	-1.2	0	2	0.3	-1.1	-2.9	-2
COC(=O)C(Nc1ccccc1Cl)(c1cc(C)c(O)c(C)c1)C(F)(F)F (configuration not stated)	3.2	-5	2.0	1	2	-0.3	-0.2	-8.1	-3
Cc1cccc2sc(NC(=O)CSCc3ccccc3)nc12	-3.4	8	1.0	1	-4	?	/	-4.3	-1
CC(C)CNC(=O)c1c(N)n(Cc2ccco2)c2nc3ccccc3nc12	0.4	12	2.0	-7	55*	12	-2.0	-4.9	9
CCC(C)Nc1cc(C)nc2ncnn12 (configuration not stated)	-2.5	11	-0.1	6	0	-0.1	/	0.2	-6

The list goes on; the last 2 above are carried over.
SMILES	UGM FP inh	GDH-TPI inh	PfHsp40 yeast	BoNT F protease	Mtb FBA inh	BoNT A protease	Mtb BioA inh	FadD28 binding	Anthrax LF prot
CC(C)CNC(=O)c1c(N)n(Cc2ccco2)c2nc3ccccc3nc12	0.4	12	2.0	-7	55*	12	-2.0	-4.9	9
CCC(C)Nc1cc(C)nc2ncnn12 (configuration not stated)	-2.5	11	-0.1	6	0	-0.1	/	0.2	-6
Cc1nc2cc(NC(=O)NC(C)(C)C)ccc2n1C	-1.9	2	-1.8	2	1	-0.7	-0.4	-4.5	2
Cc1ccc(C(=O)COC(=O)C(C)N2C(=O)C3C4C=CC(C4)C3C2=O)cc1C (configuration not stated)	0.6	-9	1.1	-7	0	-1.3	-1.3	/	-2
COc1cccc(-c2nn(CCC#N)cc2C(=O)Nc2ccccc2Cl)c1	0.2	-6	0.4	?	2	3.3	-1.5	-4.2	10
O=C(CCNC(=O)C1CCN(S(=O)(=O)c2ccc(F)cc2)CC1)NCc1ccccn1	/	-11	/	-7	2	-0.4	0.4	-2.4	3
CC1(C)N=C(/C=N/O)C=[N+]1[O-]	0.6	5	-1.5	-1	0	-0.5	-0.9	-3.3	-2
CCCC(=O)OC1CC(C)N(C(=O)c2ccccc2)c2ccc(C)cc21 (configuration not stated)	-1.5	3	1.0	5	0	-0.4	-1.6	0.0	4
O=C(CCNS(=O)(=O)c1c(Cl)cccc1Cl)OCC(=O)c1ccccc1	-1.7	5	-1.3	-4	3	0.0	/	2.4	1
COCCn1c(SCC(=O)Nc2ccc3c(c2)OCCO3)nnc1C(C)C	-2.5	1	0.3	12	0	-0.5	-1.5	-2.4	2
Cc1ccc(C(=O)Nn2c(C)nc3ccccc3c2=O)cc1C	-1.7	-4	1.7	-23	-2	-1.5	0.7	/	13
O=C(CSc1ncccn1)Nc1ccc2[nH]c(=O)[nH]c2c1	3.8	1	-0.2	/	-3	/	0.8	-1.2	/
CCOC(=O)c1ccc(NS(=O)(=O)N2CCCCCC2)cc1	0.2	-5	-0.2	?	-3	-0.3	1.2	-4.1	-4
Cn1nccc1C(=O)N1CCN(c2ccccc2Cl)CC1	-0.5	0	1.0	10	0	2.0	-1.1	-1.9	-4
O=C(CSCc1ccc(Cl)cc1)N/N=C/c1ccc(Cl)cc1Cl	-1.4	0	3.6	-5	1	-1.9	10	-3.3	-1
O=C(O)c1cc(S(=O)(=O)N2CCN(S(=O)(=O)c3ccc4ccccc4c3)CC2)ccc1Br	0.4	6	0.2	0	5	-0.1	-3.0	0.2	-9
COC(=O)c1ccc(Oc2c(Cl)cccc2[N+](=O)[O-])cc1	-2.5	2	-0.1	-13	1	-2.6	-0.3	-1.0	-2
Cc1ccc(NC(=S)NC(=O)c2c(-c3ccccc3Cl)noc2C)cc1	1.2	12	1.0	-1	-1	?	0.1	-1.0	0
COc1cc(C=NNc2ccc(S(=O)(=O)Nc3ccccc3C(=O)O)cc2[N+](=O)[O-])ccc1O	2.4	30	9.7	-4	-6	0.1	9.7	50*	1
Cc1cc(N2CCCC2=O)cc(C)c1S(=O)(=O)NCCOc1ccccc1	-0.8	6	-0.8	-10	-1	-0.8	1.0	-3.1	-4
CN(CCc1ccccn1)C(=O)CCC1CCCN(C(=O)NC2CCCCC2)C1 (configuration not stated)	0.2	-5	2.0	-2	-2	-0.4	/	-0.3	-1
C=CCN1C(=O)C(O)(CC(=O)c2ccc(N)cc2)c2ccccc21 (configuration not stated)	-1.3	24	-0.8	-3	-4	1.0	-1.1	-1.2	-1

4 structures from above, sorted by formula weight, lowest first.
SMILES	UGM FP inh	GDH-TPI inh	PfHsp40 yeast	BoNT F protease	Mtb FBA inh	BoNT A protease	Mtb BioA inh	FadD28 binding	Anthrax LF prot
CC1(C)N=C(/C=N/O)C=[N+]1[O-]	0.6	5	-1.5	-1	0	-0.5	-0.9	-3.3	-2
CCOC(=O)c1ccc(NS(=O)(=O)N2CCCCCC2)cc1	0.2	-5	-0.2	?	-3	-0.3	1.2	-4.1	-4
COCCn1c(SCC(=O)Nc2ccc3c(c2)OCCO3)nnc1C(C)C	-2.5	1	0.3	12	0	-0.5	-1.5	-2.4	2
CN(CCc1ccccn1)C(=O)CCC1CCCN(C(=O)NC2CCCCC2)C1 (configuration not stated)	0.2	-5	2.0	-2	-2	-0.4	/	-0.3	-1

(cont.)
SMILES	UGM FP inh	GDH-TPI inh	PfHsp40 yeast	BoNT F protease	Mtb FBA inh	BoNT A protease	Mtb BioA inh	FadD28 binding	Anthrax LF prot
CN1CC2(C)OC(=O)C(Cl)=C2CC1c1ccccc1 (configuration not stated)	-1.0	6	2.0	-7	4	-0.7	/	-1.7	0
COc1ccc(S(=O)(=O)NCc2ccccn2)cc1	-0.5	2	4.0	4	2	0.4	-0.6	-1.7	-11
CC(C)(C)C(=O)c1cn(CC(=O)NCc2ccco2)c2ccccc12	-1.2	-1	-0.9	5	5	0.0	/	-1.2	-7
CN1CCN(c2ccc(-c3cc(NC=O)c4ncc(-c5ccc(F)cc5)n4c3)cc2)CC1	/	2	/	-26	0	0.3	0.7	-4.6	-12
COc1ccc(-n2nc(C(=O)NCC(=O)NCc3ccco3)c3ccccc3c2=O)cc1	0.4	5	-0.8	-4	0	-0.1	/	0.5	-2
Cc1c(NC(=O)CN(C)CC(=O)Nc2ccc(F)c(F)c2F)c(=O)n(-c2ccccc2)n1C	-2.3	1	-2.4	-5	-1	-0.5	/	-1.6	1
O=C(c1ccc(Br)o1)N1CCN=C1SCc1cccnc1	-1.6	-7	-0.1	-11	3	-0.3	5.4	-1.5	-14
CC1=CC2=NC(=O)/C(=C/c3cccs3)C(=N)N2O1	1.5	25	-0.7	?	-3	-3.8	/	-0.1	-1
CCCN(CCC)C(=O)c1c(C)[nH]c(C(=O)OCC)c1C	-1.7	-7	/	-2	1	0.0	-0.4	-1.1	0
CC1CCC2(CC1)SCC(=O)N2c1ccccc1 (configuration not stated)	1.2	7	-0.1	-9	-1	-0.3	-0.5	-0.2	-3
O=C(Cc1ccc(-n2c(=O)[nH]c3ccccc3c2=O)cc1)N1CCN(c2cccc(Cl)c2)CC1	-0.5	-8	-0.5	0	6	0.5	0.0	-3.1	-7
CCN(C[C@H]1N[C@@](C)(C(=O)OC)[C@H]2C(=O)N(Cc3ccccc3)C(=O)[C@@H]12)S(=O)(=O)c1ccccc1	0.8	1	0.9	6	0	0.1	-1.1	-2.3	-3
NS(=O)(=O)c1ccc(-n2nc(C(=O)O)cc2-c2ccc(Cl)cc2)cc1	-0.4	-1	-0.5	-1	8	-1.1	/	1.1	8
CSCCc1nc(SCC(=O)Nc2nnc(C)s2)[nH]c1C	1.1	1	0.1	-11	-1	-0.4	2.0	0.4	-1
CNC(=O)COC(=O)CCC(=O)c1cccs1	1.8	-3	0.7	0	3	0.6	/	-1.3	-5
COc1ccc(CCNC(=O)c2cccc(NC3=NC4CS(=O)(=O)CC4S3)c2)c(OC)c1 (configuration not stated)	4.2	-1	-0.3	-8	1	-0.1	-1.6	-1.1	5
CC1CCCCC1NC(=O)C1CCC(CNS(=O)(=O)c2ccc3c(c2)C(C)(C)C(=O)N3C)CC1 (configuration not stated)	/	8	/	1	2	0.1	-0.1	-0.3	2
Cc1ccc(C2c3c(oc4ccccc4c3=O)C(=O)N2c2nnc(C(C)C)s2)o1 (configuration not stated)	-1.4	17	-0.7	-9	4	0.5	-1.4	-1.1	4
COCCOC(=O)c1c(C)n(C)c2ccc(OC(=O)c3ccco3)cc12	2.9	-6	-1.7	2	1	?	-2.5	4.6	-4
Cc1cccc2nc(CSc3nc4cc([N+](=O)[O-])ccc4s3)cn12	-0.2	9	-0.3	2	-2	0.1	/	0.6	2
COc1ccc([N+](=O)[O-])cc1NC(=O)c1ccc(C)o1	-3.8	14	1.1	1	-6	0.0	/	-2.6	1
CC(CC(=O)Nc1ccccc1)n1ccnc1 (configuration not stated)	-3.1	-2	-0.4	-6	-1	-0.5	/	-0.4	-4
Nc1ccc(S(=O)(=O)NC2=NCCCCC2)cc1	1.6	-1	-1.2	-1	1	-0.6	-1.3	-2.4	-5
CC1(C)C2CCC1(C)C(OC(=O)c1ccc(O)cc1)C2 (configuration not stated)	-1.9	-1	518*	-6	-1	-0.5	1.1	-2.8	6
COc1ccc(C(=O)NC(=S)N2CCOCC2)cc1Br	0.1	3	-0.3	-25	0	-2.2	-1.3	-2.2	-3
COc1cccc(N2CCN(C(=O)c3cc4cc(Cl)ccc4[nH]3)CC2)c1	4.4	7	1.7	18	0	1.7	0.0	-4.1	0
Cc1ccc(NS(=O)(=O)c2ccc(-n3cccn3)cc2)c(Cl)c1	/	7	/	2	-1	-0.1	-0.6	-0.6	9
Cc1cccc(/C=N/n2c(-c3cc(-c4ccccc4)n[nH]3)n[nH]c2=S)c1	0.4	3	2.2	-5	5	-0.6	/	-4.6	-2
O=C(c1ncn[nH]1)N1CCN(c2nc(-c3ccccc3)cs2)CC1	-0.2	-6	-1.7	-5	-3	-0.2	1.4	-5.2	-1
Nc1cc(C(F)(F)F)ccc1NCCc1ccccn1	3.7	2	-1.1	1	3	-2.8	0.0	-0.2	-4
